Compound activity (PubChem BioAssay)
PfHsp40 yeast – restores yeast growth despite PfHsp40 toxicity. S. cerevisiae expressing PfHsp40, growth rescue, ATP luminescence. growth rescue, % at 12.5 µM. 340,000 compounds, 0.68% hits. AID 504582; in the data active = growth rescue above about 28%, passing the limit was not always enough;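 also: yeast W303a lacking pdr1 and pdr3 grown in galactose medium; growth measured after three days at 30 °C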
BoNT-A LC inh2 – inhibitors of Botulinum neurotoxin A light chain protease. AID 588499. 360,000 compounds, 0.17% hits. multiplex microsphere protease substrate cleavage, flow cytometry. inhibition, % at 10 µM; also: plate controls were buffer without enzyme for full effect and enzyme alone for no effect
BH1578 lux ind – inducers of Vibrio cholerae quorum light production without autoinducers; activation, % at 18.7 µM; 350,000 compounds, 0.16% hits; V. cholerae BH1578 lux reporter, luminescence, 6 h; in the data active = activation mostly above about 9.7%, no sharp cut-off; also: not every result past the cut was called active; inactives centre near 0; reference of the scale not given here
TcdB inh – inhibitors of Clostridioides difficile toxin B glycohydrolase; P18177; TcdB glycohydrolase enzymatic assay, plate reader; inhibition, % at 9.99 µM; 350,000 compounds, 0.24% hits; AID 652162; in the data active = inhibition above about 10%
PrPC surface inh – reduces human prion protein on the cell surface | 370,000 compounds, 0.43% hits | P04156 | inhibition, % at 13.8 µM | cell surface PrPC, TR-FRET read-out | AID 720596; in the data active = inhibition above about 24%; also: 0% = median of the test wells and 100% = reference compound wells
Yp Topo-I inh – Y. pestis Topo-I inhibition via cleavage products; Y. pestis Topo-I cleavage product accumulation, plate reader; activity, % at 10 µM; 360,000 compounds, 0.064% hits; in the data active = activity above about 50%, passing the limit was not always enough; also: inactives centre near 2
Anthrax LF prot – blocks Bacillus anthracis lethal factor protease; P15917; multiplex microsphere protease cleavage assay, LF; inhibition, % at 10 µM; 360,000 compounds, 0.12% hits; AID 588501; also: plate controls were buffer without enzyme for full effect and enzyme alone for no effect
Target sequence (P15917 whole entry, looked up): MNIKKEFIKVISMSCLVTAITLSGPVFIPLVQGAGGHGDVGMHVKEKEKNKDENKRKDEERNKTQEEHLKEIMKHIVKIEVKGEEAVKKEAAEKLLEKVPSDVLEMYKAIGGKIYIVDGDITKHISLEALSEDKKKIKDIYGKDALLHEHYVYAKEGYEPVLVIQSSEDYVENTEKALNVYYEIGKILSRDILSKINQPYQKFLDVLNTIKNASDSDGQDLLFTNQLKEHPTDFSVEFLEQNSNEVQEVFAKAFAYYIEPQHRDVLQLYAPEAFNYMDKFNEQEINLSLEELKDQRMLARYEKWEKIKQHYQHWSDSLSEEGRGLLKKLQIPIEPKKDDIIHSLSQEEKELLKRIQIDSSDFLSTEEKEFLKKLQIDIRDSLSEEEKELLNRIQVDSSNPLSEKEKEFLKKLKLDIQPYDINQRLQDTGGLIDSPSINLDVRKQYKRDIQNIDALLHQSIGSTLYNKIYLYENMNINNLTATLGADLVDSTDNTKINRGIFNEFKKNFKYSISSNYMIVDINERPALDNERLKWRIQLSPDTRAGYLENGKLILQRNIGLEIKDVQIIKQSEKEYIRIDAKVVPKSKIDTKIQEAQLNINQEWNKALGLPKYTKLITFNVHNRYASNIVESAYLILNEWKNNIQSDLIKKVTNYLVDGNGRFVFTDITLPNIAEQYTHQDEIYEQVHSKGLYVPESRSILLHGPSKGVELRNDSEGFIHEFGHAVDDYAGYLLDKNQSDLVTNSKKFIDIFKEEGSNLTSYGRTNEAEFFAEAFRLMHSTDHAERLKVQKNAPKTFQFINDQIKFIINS
SARS 3CLpro inh – SARS-CoV 3CLpro protease inhibition; AID 1706; inhibition, % at 6 µM; P0C6X7; recombinant SARS-CoV 3CLpro, quenched FRET peptide cleavage; 290,000 compounds, 0.14% hits; in the data active = inhibition above about 12%
PriA SSB inh – K. pneumoniae PriA-SSBct interaction inhibition. inhibition, % at 33 µM. 430,000 compounds, 0.6% hits. AlphaScreen SSBct-PriA binding, biotinylated peptide; in the data active = inhibition mostly above about 37%, no sharp cut-off; inactive = mostly below about 20%;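 also: plate controls were negative control peptide for no effect and reference peptide for full effect; strong numbers were not always called active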
An asterisk follows results filed as active. Rule as the data show it, unless noted: active = inhibition above about 30%; inconclusive = no clear call, values can overlap the other calls; inactive = below that. These rows are one share of the data. The share of hits here may be higher or lower than overall.

What do the screens show for `COc1ccccc1CNC(=O)CN1C(=O)NC(c2ccccc2)(c2ccccc2)C1=O`?
PfHsp40 yeast: 0.9; BoNT-A LC inh2: -0.4; BH1578 lux ind: inactive; TcdB inh: 1.2; PrPC surface inh: 3.0; Yp Topo-I inh: 37.0; Anthrax LF prot: 2.2; PriA SSB inh: 1.7

How did CCCCSCCCNC(=O)Nc1ccc(C)c(C)c1 do in these assays?
PfHsp40 yeast: 2.9; BoNT-A LC inh2: -1.3; BH1578 lux ind: inactive; TcdB inh: -0.4; PrPC surface inh: -1.7; Yp Topo-I inh: 0.1; Anthrax LF prot: 0.3; SARS 3CLpro inh: 4.9; PriA SSB inh: 2.7

What do the screens show for `CC(C)(CNc1ccc([N+](=O)[O-])cc1Cl)N1CCOCC1`?
PfHsp40 yeast: -1.1; BoNT-A LC inh2: 1.1; BH1578 lux ind: -0.2; TcdB inh: 2.2; PrPC surface inh: -8.5; Yp Topo-I inh: 1.4; Anthrax LF prot: 1.1; SARS 3CLpro inh: 0.0; PriA SSB inh: 0.7

What do the screens show for `COc1cc(O)c(C(CC(=O)N2CCOCC2)c2ccc3c(c2)OCO3)c(OC)c1` (stereo unspecified)?
PfHsp40 yeast: -0.3; BoNT-A LC inh2: 0.1; BH1578 lux ind: inactive; TcdB inh: 1.0; PrPC surface inh: 1.9; Yp Topo-I inh: 5.9; Anthrax LF prot: -5.2; PriA SSB inh: -14.0

Results for COC(=O)c1ccc(COc2ccccc2/C=C(\C#N)C(=O)Nc2ccccc2C)cc1 ?
PfHsp40 yeast: 0.7; BoNT-A LC inh2: -0.4; BH1578 lux ind: 1.4; PrPC surface inh: -5.3; Yp Topo-I inh: -3.0; Anthrax LF prot: -0.5; SARS 3CLpro inh: 1.5; PriA SSB inh: -10.3

How did Cc1ccccc1C(=O)Nc1c2c(nc3ccccc13)CCCC2 do in these assays?
PfHsp40 yeast: 1.0; BoNT-A LC inh2: 0.5; BH1578 lux ind: inactive; TcdB inh: 0.3; PrPC surface inh: -4.5; Yp Topo-I inh: -1.2; Anthrax LF prot: -0.8; SARS 3CLpro inh: -2.3; PriA SSB inh: -8.0

What do the screens show for `CC1=CC2=NC(=O)/C(=C\c3cccn3CCOc3ccc(C)c(C)c3)C(=N)N2O1`?
PfHsp40 yeast: 4.1; BoNT-A LC inh2: -0.6; BH1578 lux ind: -1.5; PrPC surface inh: 4.3; Yp Topo-I inh: 9.7; Anthrax LF prot: -3.2; SARS 3CLpro inh: 1.9; PriA SSB inh: 16.4

Results for CCOc1ccccc1N1C(=O)CC(Sc2n[nH]c(-c3ccccc3)n2)C1=O (stereo unspecified) ?
PfHsp40 yeast: 0.6; BoNT-A LC inh2: 1.5; BH1578 lux ind: inactive; TcdB inh: 5.7; PrPC surface inh: 6.6; Yp Topo-I inh: -1.5; Anthrax LF prot: 0.6; SARS 3CLpro inh: 4.7; PriA SSB inh: -2.4

Results for COc1ccc(C)cc1NC(=O)Nc1cnccn1 ?
PfHsp40 yeast: 0.4; BoNT-A LC inh2: -1.1; BH1578 lux ind: inactive; TcdB inh: 0.6; PrPC surface inh: -4.3; Yp Topo-I inh: 0.8; Anthrax LF prot: 1.1; SARS 3CLpro inh: 1.5; PriA SSB inh: -5.8

Results for COc1cccc(C(=O)NCCS(=O)(=O)N2CCCCCC2)c1 ?
PfHsp40 yeast: 1.3; BoNT-A LC inh2: 0.2; BH1578 lux ind: inactive; TcdB inh: 1.2; PrPC surface inh: 2.7; Yp Topo-I inh: 4.9; Anthrax LF prot: -2.0; PriA SSB inh: 12.0

Results for CC(NCc1ccncc1)C12CC3CC(CC(C3)C1)C2 (stereo unspecified) ?
PfHsp40 yeast: 0.0; BoNT-A LC inh2: -0.8; BH1578 lux ind: -0.3; TcdB inh: -27.7; PrPC surface inh: 3.6; Yp Topo-I inh: 7.8; Anthrax LF prot: -4.4; SARS 3CLpro inh: 3.1; PriA SSB inh: -14.0

Results for CC(NC(=O)C12CC3CC(CC(C3)C1)C2)C(=O)N/N=C/C1=C(N2CCOCC2)C(=C\c2cccc([N+](=O)[O-])c2)/CC1 (stereo unspecified) ?
PfHsp40 yeast: 0.1; BoNT-A LC inh2: 5.7; BH1578 lux ind: inactive; PrPC surface inh: -8.1; Yp Topo-I inh: -6.2; Anthrax LF prot: 1.9; SARS 3CLpro inh: 3.6

How did O=C(c1ccc(CS(=O)Cc2ccc(Cl)cc2)o1)N1CCN(c2ccccc2)CC1 (stereo unspecified) do in these assays?
PfHsp40 yeast: -0.2; BoNT-A LC inh2: 1.6; BH1578 lux ind: -0.4; TcdB inh: -0.1; PrPC surface inh: -1.7; Yp Topo-I inh: 26.1; Anthrax LF prot: 3.0; SARS 3CLpro inh: -4.7; PriA SSB inh: -0.1

Results for CC(=O)c1ccc(-n2c(CCC(=O)O)ccc2-c2ccc(Cl)cc2)cc1 ?
PfHsp40 yeast: -0.3; BoNT-A LC inh2: -0.8; BH1578 lux ind: inactive; TcdB inh: 0.4; PrPC surface inh: 0.9; Yp Topo-I inh: -5.5; Anthrax LF prot: 0.3; SARS 3CLpro inh: 4.8; PriA SSB inh: 0.4

How did CCOC(=O)c1ccccc1NC(=O)c1cc(S(=O)(=O)N2CCOCC2)ccc1F do in these assays?
PfHsp40 yeast: 4.6; BoNT-A LC inh2: -0.2; BH1578 lux ind: -0.5; PrPC surface inh: 7.8; Yp Topo-I inh: 20.9; Anthrax LF prot: -1.2; SARS 3CLpro inh: 1.8; PriA SSB inh: -19.2

What do the screens show for `CCCCN1C(=O)C(=O)N(CC(=O)Nc2ccccc2C(=O)OCC)C1=O`?
PfHsp40 yeast: 0.6; BoNT-A LC inh2: -1.0; BH1578 lux ind: inactive; TcdB inh: 0.2; PrPC surface inh: 11.9; Yp Topo-I inh: -1.4; Anthrax LF prot: 7.5; SARS 3CLpro inh: 3.8; PriA SSB inh: 1.0

Results for Cc1cc(C(=O)Nc2nnc(C3CCCCC3)s2)no1 ?
PfHsp40 yeast: 0.4; BoNT-A LC inh2: 0.0; BH1578 lux ind: -1.0; PrPC surface inh: 3.4; Yp Topo-I inh: 2.1; Anthrax LF prot: 0.5; SARS 3CLpro inh: -0.2; PriA SSB inh: -8.9

What do the screens show for `CCOC(=O)N1CCN(C(=O)c2ccc3c(c2)N=C(CC)c2cc(C)ccc2S3)CC1`?
PfHsp40 yeast: -0.7; BoNT-A LC inh2: 0.6; BH1578 lux ind: inactive; TcdB inh: -7.3; PrPC surface inh: 15.3; Yp Topo-I inh: 30.9; Anthrax LF prot: 2.5; SARS 3CLpro inh: 3.5; PriA SSB inh: 12.6

What do the screens show for `CCOC(=O)C1CCN(C(=O)c2cc3cc4ccc(OC)cc4nc3o2)CC1`?
PfHsp40 yeast: 2.0; BoNT-A LC inh2: 1.2; BH1578 lux ind: -0.1; TcdB inh: 1.3; PrPC surface inh: -11.2; Yp Topo-I inh: 4.2; Anthrax LF prot: -3.5; SARS 3CLpro inh: -0.6; PriA SSB inh: 0.7

What do the screens show for `CC(C)(C)c1cc(S(=O)(=O)CCc2ccccn2)cc(C(C)(C)C)c1F`?
PfHsp40 yeast: 8.2; BoNT-A LC inh2: 0.6; BH1578 lux ind: 1.5; TcdB inh: 1.4; PrPC surface inh: -0.9; Yp Topo-I inh: 8.1; Anthrax LF prot: -0.8; SARS 3CLpro inh: 3.6; PriA SSB inh: -19.9

A stretch from the list above:
What do the screens show for `CCOC(=O)C1CCN(C(=O)c2cc3cc4ccc(OC)cc4nc3o2)CC1`?
PfHsp40 yeast: 2.0; BoNT-A LC inh2: 1.2; BH1578 lux ind: -0.1; TcdB inh: 1.3; PrPC surface inh: -11.2; Yp Topo-I inh: 4.2; Anthrax LF prot: -3.5; SARS 3CLpro inh: -0.6; PriA SSB inh: 0.7

What do the screens show for `CC(C)(C)c1cc(S(=O)(=O)CCc2ccccn2)cc(C(C)(C)C)c1F`?
PfHsp40 yeast: 8.2; BoNT-A LC inh2: 0.6; BH1578 lux ind: 1.5; TcdB inh: 1.4; PrPC surface inh: -0.9; Yp Topo-I inh: 8.1; Anthrax LF prot: -0.8; SARS 3CLpro inh: 3.6; PriA SSB inh: -19.9

(further entries)
Results for COc1cccc(C#CC2=CC(=O)CC(C)(C)C2)c1 ?
BoNT-A LC inh2: 0.1; BH1578 lux ind: -0.4; TcdB inh: 0.9; PrPC surface inh: -10.2; Yp Topo-I inh: 29.9; Anthrax LF prot: -4.3

What do the screens show for `Cc1ccc2nc(SCC(=O)NCc3ccccc3Cl)nc(=O)n2c1`?
PfHsp40 yeast: -1.1; BoNT-A LC inh2: 0.7; BH1578 lux ind: -1.4; TcdB inh: 1.1; PrPC surface inh: 0.2; Yp Topo-I inh: -0.7; Anthrax LF prot: 1.9; PriA SSB inh: -19.0

Results for CCOC(=O)N1CCN(C(=O)CN2C(=O)CC(C)(C)S(=O)(=O)c3ccccc32)CC1 ?
PfHsp40 yeast: -1.6; BoNT-A LC inh2: 0.3; BH1578 lux ind: -1.7; PrPC surface inh: 7.6; Yp Topo-I inh: 3.9; Anthrax LF prot: -0.6; SARS 3CLpro inh: 5.2; PriA SSB inh: -3.6

What do the screens show for `N#Cc1c2c(c[nH]c1=O)CCN2Cc1ccccc1`?
PfHsp40 yeast: 0.2; BoNT-A LC inh2: 0.6; BH1578 lux ind: -5.6; PrPC surface inh: 7.0; Yp Topo-I inh: 2.0; Anthrax LF prot: 0.6; SARS 3CLpro inh: -0.5; PriA SSB inh: -11.6

How did COc1cc2c(cc1OC)CN(C1CCC(C(C)(C)C)CC1)CC2 (stereo unspecified) do in these assays?
PfHsp40 yeast: -1.6; BoNT-A LC inh2: 2.4; BH1578 lux ind: 0.7; TcdB inh: 0.0; PrPC surface inh: -12.0; Yp Topo-I inh: 11.6; Anthrax LF prot: 8.5; PriA SSB inh: -8.5

What do the screens show for `O=S(=O)(NCCc1ccc(F)cc1)c1ccc(F)cc1Br`?
PfHsp40 yeast: -1.6; BoNT-A LC inh2: -0.4; BH1578 lux ind: inactive; TcdB inh: 3.3; PrPC surface inh: -2.3; Yp Topo-I inh: 16.5; Anthrax LF prot: -3.6; PriA SSB inh: -4.6

How did C=C1C(=O)[C@@]23C[C@H]4[C@@H]5[C@@]6(C)CCC[C@@]57[C@@H]2[C@@H](O)[C@@H]1C[C@H]3[C@H]7N4C6 do in these assays?
PfHsp40 yeast: 1.0; BoNT-A LC inh2: 0.5; BH1578 lux ind: -0.4; TcdB inh: 0.5; PrPC surface inh: 15.9; Yp Topo-I inh: -4.7; Anthrax LF prot: 2.6; PriA SSB inh: -2.8

What do the screens show for `COc1ccc(C(=O)CSc2nccn2C)cc1`?
PfHsp40 yeast: -3.0; BoNT-A LC inh2: -0.6; BH1578 lux ind: -0.2; TcdB inh: 0.5; PrPC surface inh: 6.4; Yp Topo-I inh: 4.7; Anthrax LF prot: 0.3; SARS 3CLpro inh: -1.2; PriA SSB inh: -3.1

How did CC(C)(C)N1CC23CCC(C[C@@H]2C1=O)O3 (stereo partly specified) do in these assays?
PfHsp40 yeast: -1.0; BoNT-A LC inh2: 0.0; BH1578 lux ind: inactive; TcdB inh: 0.9; PrPC surface inh: 3.3; Yp Topo-I inh: 6.7; Anthrax LF prot: -1.3; PriA SSB inh: 1.3

Results for NC(=O)CSc1nc2c(sc(=S)n2-c2ccccc2)c(=O)[nH]1 ?
PfHsp40 yeast: -1.3; BoNT-A LC inh2: -0.9; BH1578 lux ind: inactive; TcdB inh: -4.1; PrPC surface inh: 8.7; Yp Topo-I inh: -5.4; Anthrax LF prot: 1.0; SARS 3CLpro inh: 0.9; PriA SSB inh: -7.0

Results for O=C(Nc1ccc2oc(-c3ccccc3F)nc2c1)c1ccc([N+](=O)[O-])o1 ?
PfHsp40 yeast: 2.0; BoNT-A LC inh2: 1.5; BH1578 lux ind: -0.6; TcdB inh: 1.4; PrPC surface inh: 0.3; Yp Topo-I inh: 6.4; Anthrax LF prot: -0.1; SARS 3CLpro inh: -0.1; PriA SSB inh: -3.5

How did COc1ccc(S(=O)(=O)N(C)CC(=O)Nc2cccc(C(C)=O)c2)cc1Cl do in these assays?
PfHsp40 yeast: -0.8; BoNT-A LC inh2: 7.4; BH1578 lux ind: -0.2; PrPC surface inh: 0.4; Yp Topo-I inh: 7.1; Anthrax LF prot: 0.0; SARS 3CLpro inh: -1.0; PriA SSB inh: -12.7
